Rac1 GTP hydrolysis = MgcRacGAP GTPase-activating activity inhibitors, confirmation, biochemical, ADP Hunter fluorescence. MgcRacGAP-stimulated Rac1 GTP hydrolysis, ADP Hunter fluorescence; higher % means a stronger effect; GST-tagged Rac1 F28L mutant substrate. one-dose inhibition, % at 30 µM; IC50 in µM for titrated hits. hit rate 0.6% among 340,000;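 active means first-screen hits whose inhibition reached a set limit at any dose in the follow-up dose series; inconclusive means inhibition above the set first-screen limit but never retested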;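 further: fluorescence reports GDP produced by GAP-driven GTP hydrolysis; strong numbers were not always called active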
NS5 inhibitors = flavivirus cap methylation enzyme inhibition – biochemical, confirmation dose response, primary screen (AID 588689) | Dengue-2 NS5 methyltransferase capping enzyme assay, biochemical; higher % means a stronger effect | inhibition, % at 25 µM, or IC50 in µM where a hit was titrated | hit rate 0.3% among 340,000; in the data active means a potency from the dose series; inconclusive means inhibition above about 29% without an active follow-up result
HIV peptide binding = inhibitors of HIV fusion peptide binding, primary screen, biochemical, uHTS, fluorescence dequenching (AID 1986); hit rate 0.3% among 290,000; cell-free peptide binding, fluorescence dequenching, 30 min; higher % means a stronger effect; inhibition, % at 20 µM; hits with a dose series show IC50 in µM; in the data active means inhibition mostly above about 52%, no sharp cut-off; inactive means mostly below about 76%; further: some results filed as inactive read as strong as hits
LYP phosphatase = PTPN22 lymphoid phosphatase activity blockers – biochemical, fluorescence intensity, uHTS (AID 1779); recombinant LYP phosphatase, fluorescence intensity; higher % means a stronger effect; hit rate 0.054% among 290,000; one-dose inhibition, % at 11.5 µM; IC50 in µM for titrated hits; in the data active means inhibition above about 50%;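 further: plate controls were vehicle with enzyme for no effect and no enzyme for full effect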
AID2073 = disruptors of CaV2.2 binding to Mint1 – biochemical, HTRF (AID 2073); HTRF protein-protein interaction, Mint1-CaV2.2; higher % means a stronger effect; inhibition, % at 20 µM; hits with a dose series show IC50 in µM; hit rate 0.19% among 290,000; in the data active means inhibition mostly above about 51%, no sharp cut-off; inconclusive means no clear call, values can overlap the other calls; inactive means mostly below about 53%; further: some results filed as inactive read as strong as hits
Large T inhibition = SV40 large T antigen inhibitors, biochemical (AID 1903) | hit rate 0.39% among 310,000 | SV40 large T antigen ATPase/helicase inhibition assay; higher % means a stronger effect | inhibition, % at 20 µM, or IC50 in µM where a hit was titrated; in the data active means a potency from the dose series; inconclusive means inhibition mostly from about 32% at the one dose, without a potency; inactive means the rest, 99 in 100 with inhibition below about 32%; further: strong numbers were not always called active
XIAP displacement = small molecules displacing peptide from XIAP – biochemical, IAP family, fluorescence polarization (AID 1018). XIAP BIR domain, fluorescence polarization peptide displacement; higher % means a stronger effect. displacement, % at 20 µM, or IC50 in µM where a hit was titrated. hit rate 0.007% among 200,000; in the data active means displacement above about 50%; further: a part of the inactive calls stands beside numbers as strong as those of hits
RSV CPE inhibition = inhibition of RSV-induced cytopathic effect – HEp-2 cells, primary 10 µM value included (AID 2391); HEp-2 cells, RSV-induced CPE inhibition; higher % means a stronger effect; one-dose CPE inhibition, % at 10 µM; IC50 in µM for titrated hits; hit rate 0.13% among 310,000; in the data active means a potency from the dose series; inconclusive means CPE inhibition mostly from about 23% at the one dose, without a potency; inactive means the rest, 99 in 100 with CPE inhibition below about 21%; further: strong numbers were not always called active
Siah-1 displacement = Siah-1 peptide-binding antagonists, primary screen, biochemical, fluorescence polarization, rhodamine-plectin, uHTS (AID 1817) | Siah-1 / rhodamine-plectin peptide fluorescence polarization; higher % means a stronger effect | hit rate 0.02% among 290,000 | displacement, % at 20 µM, or IC50 in µM where a hit was titrated;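 active means displacement of at least 50% at 20 µM, with a fluorescence ratio check between 0.3 and a set limit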;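 further: plate controls were Siah plus tracer with DMSO for no effect and tracer alone without Siah for full effect; strong numbers were not always called active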
NS5 inhibitors pilot replicate = second read-out of NS5 inhibitors, no call of its own (marks repeat the call); inhibition, %; measured here: pilot screen replicate inhibition
Numbers without * were called inactive; ? = inconclusive; / = no result given.

SMILES	Rac1 GTP hydrolysis	NS5 inhibitors	HIV peptide binding	LYP phosphatase	AID2073	Large T inhibition	XIAP displacement	RSV CPE inhibition	Siah-1 displacement	others
O=C(Nc1ccc(O)c(-c2nc3ccccc3o2)c1)C1(c2ccc(Br)cc2)CCCC1	10%	2%	1.4%	-12%	48%	2%	-9.9%	6.3%	5%
CC1=C(C(=O)OCc2ccccc2)C(/C=C/c2ccccc2)NC(=S)N1 (configuration not stated)	13%	-6%	-3.4%	3%	-22%	7%	-5.1%	7.6%	0%
Cc1ccccc1NS(=O)(=O)c1cc(C(=O)N2CCc3ccccc3C2)ccc1C	7%	-1%	-3.2%	-1%	-5%	0%	-2.9%	9.5%	1%
CCSc1ccccc1-c1nc(-c2ccncc2)no1	3%	-5%	-3.1%	-3%	11%	21%	/	0.1%	-7%	NS5 inhibitors pilot replicate=-1.5
COc1ccc(N2C(=O)/C(=C\c3ccco3)N=C2SCC(N)=O)cc1Cl	/	/	23%	-1%	29%	2%	-4.1%	0.8%	8%
COc1ccc(S(=O)(=O)NCc2ccco2)cc1N(C)S(=O)(=O)c1ccccc1	11%	-5%	1.1%	-2%	1%	9%	0.5%	2.0%	11%
COc1cc(NC(=O)C(=O)Nc2ccc3nc4n(c(=O)c3c2)CCCCC4)cc(OC)c1OC	1%	0%	-0.9%	-9%	51%	/	/	0.0%	-4%
CC(C)N(CCC(=O)c1ccc2ccccc2c1)Cc1ccccc1	2%	-6%	/	/	/	23%	/	0.1%	/
CCOC12NC(=O)CC(=O)N1C(c1ccccc1)=CS2 (configuration not stated)	13%	-5%	-1.9%	-10%	1%	6%	-4.9%	0.1%	-11%
CN1C(=O)c2ccccc2C(C(=O)NCCCN2CCCC2=O)C1c1c[nH]c2ccccc12 (configuration not stated)	/	/	1.2%	-4%	31%	21%	-0.3%	-0.4%	0%
CCCC(=O)NC(=S)Nc1ccc(S(=O)(=O)Nc2ccc(OCC)cc2)cc1	1%	-4%	0.5%	4%	-1%	8%	1.6%	3.5%	1%
CN1CCN(C(=O)Cn2c(=O)oc3cc(S(=O)(=O)NCc4ccccc4)ccc32)CC1	5%	2%	0.4%	-8%	9%	-1%	-4.1%	1.2%	-4%
CCC1CCCCN1C(=O)CSc1nc2c(c(=O)n1C)SC(C)C2 (configuration not stated)	11%	-5%	0.8%	0%	-10%	11%	/	0.7%	0%
CC(=O)Nc1cccc(NC(=O)C(=O)c2cn(CC(=O)N3CCCCC3)c3ccccc23)c1	13%	-3%	-3.9%	-6%	39%	9%	-0.2%	4.9%	2%
Cc1cccn2cc(-c3cccc(S(=O)(=O)N4CCOCC4)c3)nc12	11%	-2%	-0.6%	-5%	5%	5%	/	1.7%	13%
Cc1cc2c(cc1S(=O)(=O)N1CCCC1)n(C)c(=O)c(=O)n2C	5%	-7%	-1.0%	-13%	8%	/	/	-0.9%	-2%
Cc1ccc(-c2nn(CC(=O)NCc3ccccn3)c(=O)c3ccccc23)cc1S(=O)(=O)N(C)C	/	/	0.5%	-3%	4%	10%	-5.0%	-1.6%	1%
CCOC(=O)N1CCN(C(=O)COC(=O)C2CCN(S(=O)(=O)c3ccc(C)c(C)c3)CC2)CC1	2%	1%	/	/	/	0%	/	1.3%	/
CCc1nnc(SCC(=O)NC2CC2)n1CC	6%	5%	1.2%	-10%	9%	10%	/	1.8%	0%
COc1ccc2c(c1)c(=O)oc1cc(OCC(=O)N3CCCC(C)C3)ccc12 (configuration not stated)	7%	-6%	3.9%	-6%	9%	23%	-5.5%	2.9%	8%
COC(=O)C1=C(N)Oc2cc(C)[nH]c(=O)c2C1c1cccnc1 (configuration not stated)	12%	-6%	-0.5%	-10%	19%	1%	-3.3%	0.9%	-2%
O=C(Nc1ccc(OC(F)(F)F)cc1)c1[nH]ncc1[N+](=O)[O-]	6%	-9%	5.3%	4%	-6%	17%	-1.9%	6.5%	10%
COc1ccccc1-c1cn[nH]c1-c1ccc(OCc2ccccc2F)cc1O	-8%	-3%	-1.3%	2%	15%	5%	/	-2.2%	1%
COc1cccc(NC(=O)CN(C)C(=O)c2c(C)nn(Cc3ccc(C)cc3)c2Cl)c1	7%	-9%	/	/	/	16%	/	0.2%	/
CCOc1ccccc1OCCCOc1ccc(C)cc1Br	8%	-10%	70%	-5%	5%	2%	-3.9%	2.6%	-1%
Cc1ccc(-n2nc3c(=O)n(CC(=O)NCc4cccs4)nc(C)c3c2C)cc1	10%	-1%	-1.0%	-9%	-1%	10%	/	1.1%	0%
COc1ccc(C2c3[nH]c4ccccc4c3C[C@H]3C(=O)N(c4ccccc4C(=O)NCCN4CCOCC4)C(=O)N23)cc1 (some centres not stated)	2%	0%	3.5%	-4%	10%	15%	/	1.3%	0%
COc1ccc(C(=O)NCC(=O)OCc2ccc(Br)cc2)cc1	11%	-2%	-2.6%	5%	-7%	8%	-3.7%	1.6%	2%
CCCCOc1ccc(C(=O)OCC(=O)Nc2cc(C)on2)cc1	-2%	-2%	1.1%	-6%	6%	12%	-3.9%	2.0%	3%
CC(C)Cn1c(N)c(C(=O)CCl)c(=O)n(C)c1=O	8%	-6%	0.6%	-1%	5%	8%	-5.1%	3.1%	6%
COc1cccc(Oc2cnc(N)nc2-c2ccc(OC)cc2O)c1	6%	-14%	0.1%	11%	1%	12%	-0.7%	-0.5%	2%
ONC(=Nc1cccc(C(F)(F)F)c1)c1cccnc1	13%	-3%	-0.8%	-7%	10%	10%	/	2.9%	0%
CCn1c2ccccc2c2cc(NC(=O)CSc3nnc(-c4cccc(Cl)c4)o3)ccc21	3%	4%	-3.8%	-2%	11%	1%	-6.0%	2.7%	-1%
CCOC(=O)N1CCN(c2nc3ccccc3n3cnnc23)CC1	11%	3%	-1.1%	-4%	15%	/	/	-0.3%	-1%
C=CCNC(=O)C1CC(=O)N(c2ccc(OCC(=O)Nc3c(C)cccc3C)cc2)C1 (configuration not stated)	3%	2%	-0.5%	-7%	-6%	7%	/	1.2%	8%
C=CCNC(=O)CC(=O)N/N=C/c1ccccc1F	-2%	-3%	-2.5%	-15%	7%	11%	-4.2%	1.6%	-7%
N#C/C(=C/c1ccc([N+](=O)[O-])cc1)C(N)=O	-4%	-10%	-1.9%	-4%	-16%	10%	-5.7%	1.9%	2%
NC(N)=N/N=C/c1ccccc1Cl	13%	-10%	0.1%	-10%	-7%	11%	/	-0.9%	2%
Cc1cc(NC(=O)CCCN2C(=O)/C(=C/c3ccccc3Cl)SC2=S)no1	5%	1%	0.7%	-1%	3%	30%	/	3.2%	3%
Cc1ccc(C(=O)NCCNc2ccc(Cl)cc2[N+](=O)[O-])o1	0%	-5%	-4.8%	2%	-3%	7%	2.1%	3.7%	-4%	NS5 inhibitors pilot replicate=2.9
CCc1noc(C)c1C(=O)N(C)CC(=O)Nc1ccc(Cl)c(Cl)c1	-2%	6%	/	/	/	20%	/	0.0%	/
CCOc1cc(/C=C2\C(=O)N(Cc3ccco3)C(C)=C2C(=O)OC)ccc1O	70µM*	-3%	2.9%	-1%	30%	19%	-0.6%	1.1%	5%
CCOC(=O)C1CCCCN1C(=O)CCc1c(C)nc2cc(-c3ccccc3)nn2c1C (configuration not stated)	10%	-6%	-4.2%	-5%	27%	-2%	-2.3%	7.7%	0%
C=CCn1c(N)c(C(=O)Nc2ccccc2OC)sc1=S	9%	-7%	1.1%	-2%	5%	3%	-5.4%	6.2%	3%
O=C(O)c1ccc(NS(=O)(=O)/C=C/c2ccccc2)cc1	12%	/	0.8%	-12%	-4%	0%	-3.5%	1.2%	0%
O=C1CC(Cc2ccc(Cl)cc2)C(=O)N1c1ccncc1 (configuration not stated)	13%	-3%	2.0%	-2%	11%	7%	-3.1%	-0.8%	8%
Cc1nnc(SCC(=O)NC2CCCc3c2cnn3-c2ccccc2F)o1 (configuration not stated)	6%	-7%	0.0%	-8%	9%	2%	/	0.3%	10%
COc1ccc(NC(=O)CCn2cc(C)c3ccccc32)cc1	-4%	-2%	-0.7%	-8%	10%	1%	/	1.7%	-4%
Cc1ccccc1N(C(=O)Cc1c[nH]c2ccccc12)C(C(=O)NC1CCCCC1)c1ccco1 (configuration not stated)	9%	1%	-0.2%	-4%	-1%	3%	1.1%	1.0%	10%
CCCCN(CC)CCNC(=O)c1nn(-c2ccc(OC)cc2)c(=O)c2c1c1ccccc1n2C	5%	/	-0.1%	4%	8%	18%	-4.2%	-1.0%	-2%

Random excerpt: 3 compounds from above
SMILES	Rac1 GTP hydrolysis	NS5 inhibitors	HIV peptide binding	LYP phosphatase	AID2073	Large T inhibition	XIAP displacement	RSV CPE inhibition	Siah-1 displacement	others
COc1ccc(NC(=O)CCn2cc(C)c3ccccc32)cc1	-4%	-2%	-0.7%	-8%	10%	1%	/	1.7%	-4%
CCCCN(CC)CCNC(=O)c1nn(-c2ccc(OC)cc2)c(=O)c2c1c1ccccc1n2C	5%	/	-0.1%	4%	8%	18%	-4.2%	-1.0%	-2%
C=CCn1c(N)c(C(=O)Nc2ccccc2OC)sc1=S	9%	-7%	1.1%	-2%	5%	3%	-5.4%	6.2%	3%

(continued)
SMILES	Rac1 GTP hydrolysis	NS5 inhibitors	HIV peptide binding	LYP phosphatase	AID2073	Large T inhibition	XIAP displacement	RSV CPE inhibition	Siah-1 displacement	others
O=C(NCCCNC(=O)c1cc(Cl)ccc1Cl)c1cnccn1	2%	5%	0.5%	-7%	8%	-8%	/	0.6%	-5%
CCOc1ccc(Oc2c(/C=N/NC(=O)COc3ccccc3OC)c(C)nn2-c2ccccc2)cc1	2%	-2%	0.1%	4%	3%	-8%	-2.0%	13%	7%
O=C(COc1ccccc1)NNC(=O)COc1ccc([N+](=O)[O-])cc1	17%	-7%	-0.9%	-6%	5%	3%	-3.1%	-0.3%	2%
O=C(N/N=C/c1c[nH]c2ccc(Br)cc12)c1ccncc1	-2%	1%	-1.9%	1%	5%	1%	1.2%	2.9%	-7%
CCOC(=O)[C@@H]1[C@H]2COc3ccccc3[C@H]2N2C(=O)N(c3ccc(OC)cc3)C(=O)[C@]12C	8%	-5%	2.8%	-5%	2%	5%	/	0.4%	3%
COc1ccc(CN(CC2CCC(C(=O)O)CC2)C(=S)Nc2ccc(C)c(Cl)c2)cc1 (configuration not stated)	9%	-9%	3.6%	-4%	7%	6%	-9.4%	0.8%	8%
COC(=O)Cc1ccc(N(Cc2ccccc2F)S(=O)(=O)c2ccc(Br)cc2)cc1	6%	3%	-1.6%	0%	-8%	3%	-2.0%	0.0%	-1%
O=C(O)c1ccc(NS(=O)(=O)c2ccc(N3C(=O)CCC3=O)cc2)cc1	4%	-5%	0.1%	-15%	5%	2%	/	-0.4%	2%
CN(c1ccc(OCC(=O)NC2CCCC2)cc1)S(=O)(=O)c1cccs1	8%	-5%	3.3%	-4%	-4%	3%	-5.2%	?	0%
CCOC(=O)C1=NN(c2cccc(C)c2)C2(S1)SC(C(C)=O)=C(C)N2c1ccccc1 (configuration not stated)	4%	-2%	0.6%	5%	-2%	5%	-9.8%	-1.6%	1%
